DSG3 Ab inh – human desmoglein-3 autoantibody binding inhibition. actives 0.48% (n = 310,000). DSG3-coupled beads, scFv-anti-DSG3-GFP binding, flow cytometry; active compounds read low. binding (percent of control), % at 10 µM. AID 588358;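 active = binding more than 3 SD below its plate's average and above zero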;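 note: hits lower antibody fragment binding to DSG3; some compounds called inactive have numbers as strong as hits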
cardiac RTF act – cardiac RTF calcium sensitization. activation, % at 7.2 µM. actives 0.24% (n = 340,000). IANBD-labeled TnC RTF fluorescence at EC20 calcium; 0% EC20 calcium, 100% full calcium. AID 493008;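 active = activation above the mean over all tested compounds plus 3 SD, cut at about 30% in these data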;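 note: rise in fluorescence read as greater calcium sensitivity of cardiac thin filaments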
Arrestin-AP2 inh – inhibitors of human beta-arrestin and AP2 interaction | inhibition, % at 10 µM | FITC-arrestin peptide / GST-AP2 beads, flow cytometry; AP2 beta2 appendage carries R879A mutation | actives 0.31% (n = 340,000);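 active = inhibition above a set limit, near 3 SD of compounds lacking own fluorescence, cut at about 54% in these data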;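 note: plate controls were DMSO wells for no effect and 5 µM unlabelled arrestin peptide for full effect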
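Test system: GST-tagged AP2 beta2-adaptin appendage (R879A) on 4 µm glutathione beads; also added: fluorescein-tagged arrestin peptide at 50 nM final; timing: 12 min plus 1 h, RT; signal: flow cytometry, FL1 (488/535 nm); read-out: percent drop in bead-associated FITC signal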
OPRM1-OPRD1 ag – OPRM1-OPRD1 heterodimerization agonism. actives 0.3% (n = 340,000). activation, % at 9.3 µM. cells, luminescence; in the data active = activation above about 18%;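 note: 0% = vehicle-treated cells and 100% = reference agonist; values of inactives mirror those of a sister screen read the other way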
Target sequence (P35372 whole entry, looked up): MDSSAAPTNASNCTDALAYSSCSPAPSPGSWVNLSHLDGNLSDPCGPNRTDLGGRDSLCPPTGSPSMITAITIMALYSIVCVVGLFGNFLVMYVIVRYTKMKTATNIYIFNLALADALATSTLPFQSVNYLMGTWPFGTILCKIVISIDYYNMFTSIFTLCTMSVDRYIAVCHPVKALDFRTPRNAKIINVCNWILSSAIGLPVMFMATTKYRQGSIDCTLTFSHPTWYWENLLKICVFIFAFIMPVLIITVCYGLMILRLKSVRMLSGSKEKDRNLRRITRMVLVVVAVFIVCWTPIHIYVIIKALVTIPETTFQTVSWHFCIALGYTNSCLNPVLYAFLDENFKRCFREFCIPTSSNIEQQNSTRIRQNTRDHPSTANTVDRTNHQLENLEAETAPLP
Target sequence (P41143 whole entry, looked up): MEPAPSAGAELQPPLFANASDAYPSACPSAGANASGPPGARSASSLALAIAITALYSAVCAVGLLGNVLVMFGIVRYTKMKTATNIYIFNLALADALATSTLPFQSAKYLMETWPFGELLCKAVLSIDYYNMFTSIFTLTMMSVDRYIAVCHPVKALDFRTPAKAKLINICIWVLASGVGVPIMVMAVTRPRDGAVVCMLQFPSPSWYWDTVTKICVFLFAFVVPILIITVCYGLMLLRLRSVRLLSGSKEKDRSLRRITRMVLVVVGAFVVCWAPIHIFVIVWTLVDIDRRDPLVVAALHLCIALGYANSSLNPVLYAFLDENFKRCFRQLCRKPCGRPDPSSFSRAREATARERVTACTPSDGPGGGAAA
Cardiac RTF inh – cardiac RTF calcium desensitization | actives 0.12% (n = 340,000) | IANBD-labeled cardiac RTF, Ca2+ fluorescence | inhibition, % at 7.15 µM | P19429+P45379;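 active = inhibition above the mean inhibition of all tested compounds plus 3 SD, cut at about 17% in these data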;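 note: assay run at fixed EC70 calcium of 1.6 mM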
Wnt act – Wnt/beta-catenin pathway activation. Wnt/beta-catenin reporter cell assay, activator, plate reader. activation, % at 9.35 µM. actives 1.2% (n = 300,000). AID 743398; in the data active = activation above about 30%, passing the limit was not always enough;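 note: 0% = neutral control wells and 100% = positive control wells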
V-ATPase pHluor – regulators of yeast V-ATPase proton transport | S. cerevisiae, pHLuorin cytosolic pH fluorescence | response, % at 10 µM | actives 0.37% (n = 350,000) | AID 504577; in the data active = response mostly above about 7.3%, no sharp cut-off; inactive = mostly below about 5.4%; note: actives read high; inactives centre near 0; some compounds called inactive have numbers as strong as hits; reference of the scale not given here
OPRM1-OPRD1 inv – inverse agonists of human mu-delta opioid receptor heterodimerization; P35372+P41143; cell-based MOR-DOR heterodimer luminescence, inverse agonism; inhibition, % at 9.3 µM; actives 0.21% (n = 340,000); in the data active = inhibition above about 22%, passing the limit was not always enough;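 note: 0% = cells with DMSO and 100% = wells without cells with DMSO; values of inactives mirror those of a sister screen read the other way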
Keap1 Nrf2 FP – Keap1-Nrf2 (human) interaction inhibition; Q14145; Keap1 Kelch-Nrf2 peptide fluorescence polarization, 1536-well; inhibition, % at 9.4 µM; actives 0.15% (n = 340,000); AID 504523; in the data active = inhibition above about 12%;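 note: human Keap1 Kelch domain with fluorescein labeled Nrf2 9mer peptide probe; 0% = neutral control wells and 100% = peptide positive control; higher means more block of Keap1 binding to Nrf2 peptide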
C-LANA FP – KSHV C-LANA DNA binding inhibition; MBP-C-LANA/FAM-LBS DNA binding, fluorescence polarization; inhibition, % at 9 µM; actives 0.078% (n = 340,000); AID 504423;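 active = highest replicate inhibition at or above 60% at 9 µM, even if other replicates fall short; inactive = all replicates below 60% inhibition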;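 note: 0% = neutral control wells and 100% = 4 µM acridine orange control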
* marks the source's active call; other numbers are inactive results.

Screening COc1ccccc1NC(=O)CSc1nnc(Cn2nnc(-c3ccccc3)n2)n1-c1ccccc1 returned cardiac RTF act 6, Arrestin-AP2 inh 3, OPRM1-OPRD1 ag -1.4, Cardiac RTF inh 2, Wnt act -6, V-ATPase pHluor 2, OPRM1-OPRD1 inv 8, Keap1 Nrf2 FP 1 and C-LANA FP 0.0.
Screening CC(=O)Nc1nonc1NC(=O)c1ccc(F)cc1 returned cardiac RTF act 3, Arrestin-AP2 inh 12, OPRM1-OPRD1 ag 0.7, Cardiac RTF inh -3, V-ATPase pHluor 1, OPRM1-OPRD1 inv -4, Keap1 Nrf2 FP -2 and C-LANA FP -0.7.
For COCc1cc(C)nc(SCC(=O)Nc2nc(C)cs2)c1C#N the results were DSG3 Ab inh 99, cardiac RTF act -5, Arrestin-AP2 inh 31, OPRM1-OPRD1 ag -0.2, Cardiac RTF inh -17, Wnt act 14, V-ATPase pHluor -1, OPRM1-OPRD1 inv 1, Keap1 Nrf2 FP -1 and C-LANA FP -0.2.
CCN(CC)S(=O)(=O)c1ccc(O)c(NC(=O)CN2CCc3ccccc3C2)c1 was read as DSG3 Ab inh 101, cardiac RTF act 1, Arrestin-AP2 inh 8, OPRM1-OPRD1 ag -1.7, Cardiac RTF inh -5, Wnt act -1, V-ATPase pHluor 0, OPRM1-OPRD1 inv 10, Keap1 Nrf2 FP -4 and C-LANA FP 0.0.
For CC(C)C[C@@]12C(=O)N(c3cccc(Cl)c3)C(=O)N1[C@H](c1ccc(Br)cc1)[C@@H]1C(=O)N(C(C)(C)C)C(=O)[C@@H]12 the results were DSG3 Ab inh 98, cardiac RTF act 9, Arrestin-AP2 inh 4, OPRM1-OPRD1 ag 4.2, Cardiac RTF inh 3, Wnt act -6, V-ATPase pHluor 8, OPRM1-OPRD1 inv -23, Keap1 Nrf2 FP 1 and C-LANA FP 0.4.
Screening COc1ccc(CCNC(=O)c2ccc(=O)[nH]c2)cc1 returned DSG3 Ab inh 100, cardiac RTF act -4, Arrestin-AP2 inh 36, OPRM1-OPRD1 ag -1.6, Cardiac RTF inh -3, Wnt act 0, V-ATPase pHluor 8, OPRM1-OPRD1 inv 8, Keap1 Nrf2 FP -3 and C-LANA FP 0.8.
`Cc1cc(C)c2c(=O)n(CC(=O)N3CCC(N4CCCCC4)CC3)sc2n1` gave DSG3 Ab inh 104, cardiac RTF act -2, Arrestin-AP2 inh 19, OPRM1-OPRD1 ag -0.8, Cardiac RTF inh -4, Wnt act 1, V-ATPase pHluor 0, OPRM1-OPRD1 inv 4, Keap1 Nrf2 FP -2 and C-LANA FP -0.9.
`COc1ccc(NC(=O)CSc2nccn2-c2ccccc2)cc1` gave DSG3 Ab inh 109, cardiac RTF act -7, Arrestin-AP2 inh 30, OPRM1-OPRD1 ag -2.1, Cardiac RTF inh 3, Wnt act -1, V-ATPase pHluor -1, OPRM1-OPRD1 inv 9, Keap1 Nrf2 FP 1 and C-LANA FP -1.6.
Cc1cc(NC(=O)COC(=O)[C@@H]2CCCN2C(=O)c2cccs2)no1 was read as DSG3 Ab inh 111, cardiac RTF act 4, Arrestin-AP2 inh -4, OPRM1-OPRD1 ag -1.9, Cardiac RTF inh -8, Wnt act -2, V-ATPase pHluor -5, OPRM1-OPRD1 inv 10, Keap1 Nrf2 FP -1 and C-LANA FP -3.2.
`O=C(NCc1cccnc1)c1ccc(CS(=O)(=O)c2ccc(Cl)cc2)o1` gave DSG3 Ab inh 97, cardiac RTF act 5, Arrestin-AP2 inh 11, OPRM1-OPRD1 ag -0.8, Cardiac RTF inh -5, V-ATPase pHluor 2, OPRM1-OPRD1 inv 4, Keap1 Nrf2 FP -2 and C-LANA FP 1.8.
For COc1ccc2c(c1)CCC/C2=N\OC(=O)c1ccccc1F the results were DSG3 Ab inh 122, cardiac RTF act 3, Arrestin-AP2 inh 5, OPRM1-OPRD1 ag 2.5, Cardiac RTF inh -7, Wnt act 1, V-ATPase pHluor 3, OPRM1-OPRD1 inv -12, Keap1 Nrf2 FP -5 and C-LANA FP 0.3.
O=C1CCCC2=C1C(c1ccc(OS(=O)(=O)c3ccc(Cl)cc3)cc1)C1=C(CCCC1=O)O2 was read as DSG3 Ab inh 95, cardiac RTF act -4, Arrestin-AP2 inh 9, OPRM1-OPRD1 ag -2.5, Cardiac RTF inh -1, Wnt act 1, V-ATPase pHluor 1, OPRM1-OPRD1 inv 13, Keap1 Nrf2 FP 1 and C-LANA FP -1.9.
For COc1ccc(NC(=O)CN(C)C(=O)c2ccc(NS(=O)(=O)c3ccc(F)cc3)cc2)cc1 the results were DSG3 Ab inh 103, cardiac RTF act -4, Arrestin-AP2 inh -1, OPRM1-OPRD1 ag -2.6, Cardiac RTF inh -17, Wnt act -5, V-ATPase pHluor 0, OPRM1-OPRD1 inv 13, Keap1 Nrf2 FP 0 and C-LANA FP 0.7.
For Nc1sc2c(c1C(=O)NC1CCS(=O)(=O)C1)CCC2 (centres undefined) the results were cardiac RTF act 4, Arrestin-AP2 inh 13, OPRM1-OPRD1 ag 1.3, Cardiac RTF inh -9, V-ATPase pHluor 2, OPRM1-OPRD1 inv -7, Keap1 Nrf2 FP 0 and C-LANA FP 2.1.
Screening COc1ccc(OC)c(C(C)NC(=S)NC2CCCCC2)c1 (centres undefined) returned cardiac RTF act 2, Arrestin-AP2 inh 12, OPRM1-OPRD1 ag -2.4, Cardiac RTF inh -1, Wnt act -1, V-ATPase pHluor 3, OPRM1-OPRD1 inv 13, Keap1 Nrf2 FP 2 and C-LANA FP 0.8.
Screening O=c1c2ccccc2nc2n1CCS2 returned DSG3 Ab inh 95, cardiac RTF act -1, Arrestin-AP2 inh -2, OPRM1-OPRD1 ag -1.6, Cardiac RTF inh -5, V-ATPase pHluor 8, OPRM1-OPRD1 inv 9, Keap1 Nrf2 FP -5 and C-LANA FP -0.8.
For CCOC(=O)C1CCCN(C2CC(=O)N(c3ccc(C)cc3)C2=O)C1 (centres undefined) the results were DSG3 Ab inh 126, cardiac RTF act 1, Arrestin-AP2 inh 8, OPRM1-OPRD1 ag -1.6, Cardiac RTF inh -3, Wnt act -1, V-ATPase pHluor 2, OPRM1-OPRD1 inv 7, Keap1 Nrf2 FP -5 and C-LANA FP 0.5.
CCCCn1c(-c2nn(C)c(C)c2Cl)n[nH]c1=S was read as DSG3 Ab inh 102, cardiac RTF act -5, Arrestin-AP2 inh 15, OPRM1-OPRD1 ag -0.7, Cardiac RTF inh -7, V-ATPase pHluor -2, OPRM1-OPRD1 inv 4, Keap1 Nrf2 FP 3 and C-LANA FP -1.1.
Screening COc1ccccc1NC(=O)CNC(=O)Cn1c(C)cc2ccccc2c1=O returned cardiac RTF act -6, Arrestin-AP2 inh 3, OPRM1-OPRD1 ag 2.1, Cardiac RTF inh 0, Wnt act 4, V-ATPase pHluor -2, OPRM1-OPRD1 inv -16, Keap1 Nrf2 FP -7 and C-LANA FP 1.0.
For CCOC(=O)c1nnn(-c2nonc2N)c1COc1cc(C)c(Cl)c(C)c1 the results were cardiac RTF act 2, Arrestin-AP2 inh -3, OPRM1-OPRD1 ag 2.8, Cardiac RTF inh -3, V-ATPase pHluor 3, OPRM1-OPRD1 inv -11, Keap1 Nrf2 FP 2 and C-LANA FP -1.7.
Cc1ccc(-c2nc(C)sc2CC(=O)Nc2nnc(C)s2)cc1 was read as DSG3 Ab inh 105, cardiac RTF act 0, Arrestin-AP2 inh -15, OPRM1-OPRD1 ag 4.9, Cardiac RTF inh 3, Wnt act 0, V-ATPase pHluor -3, OPRM1-OPRD1 inv -25, Keap1 Nrf2 FP -6 and C-LANA FP -1.4.
For Cn1nc(C(=O)N2CCCCC2)c2c1-c1ccccc1S(=O)(=O)C2 the results were cardiac RTF act -9, Arrestin-AP2 inh 1, OPRM1-OPRD1 ag -2.9, Cardiac RTF inh 6, Wnt act 1, V-ATPase pHluor 1, OPRM1-OPRD1 inv 15, Keap1 Nrf2 FP 1 and C-LANA FP -0.2.
Screening CC1CCCC(NC(=O)COC(=O)c2ccc(S(=O)(=O)N3CCOCC3)cc2)C1C (centres undefined) returned DSG3 Ab inh 107, cardiac RTF act 12, Arrestin-AP2 inh 2, OPRM1-OPRD1 ag 0.7, Cardiac RTF inh 3, V-ATPase pHluor 0, OPRM1-OPRD1 inv -4, Keap1 Nrf2 FP -5 and C-LANA FP 1.4.
For O=C(COC(=O)c1c[nH]c2ccccc12)Nc1ccc(F)cc1 the results were DSG3 Ab inh 106, cardiac RTF act -3, Arrestin-AP2 inh -5, OPRM1-OPRD1 ag -0.7, Cardiac RTF inh -5, Wnt act 2, V-ATPase pHluor -1, OPRM1-OPRD1 inv 3, Keap1 Nrf2 FP -2 and C-LANA FP -1.0.
`O=C(NCCN1CCOCC1)c1cccc(S(=O)(=O)N2CCCCCC2)c1` gave DSG3 Ab inh 123, cardiac RTF act 0, Arrestin-AP2 inh 3, OPRM1-OPRD1 ag 1.9, Cardiac RTF inh -3, Wnt act -2, V-ATPase pHluor -4, OPRM1-OPRD1 inv -11, Keap1 Nrf2 FP 0 and C-LANA FP -2.3.
Screening O=C(NCc1ccccc1)c1cccnc1 returned DSG3 Ab inh 112, cardiac RTF act 0, Arrestin-AP2 inh 40, OPRM1-OPRD1 ag -1.4, Cardiac RTF inh -1, Wnt act 0, V-ATPase pHluor 2, OPRM1-OPRD1 inv 8, Keap1 Nrf2 FP 0 and C-LANA FP 2.6.
O=C(c1ccc2c(c1)OCO2)C1CCCN(Cc2cccn2-c2cccnc2)C1 (centres undefined) was read as DSG3 Ab inh 102, cardiac RTF act -1, Arrestin-AP2 inh 19, OPRM1-OPRD1 ag 0.1, Cardiac RTF inh 16, Wnt act 1, V-ATPase pHluor -1, OPRM1-OPRD1 inv 0, Keap1 Nrf2 FP 1 and C-LANA FP 1.5.
Screening CCNc1ccc(C(=O)OCC(=O)c2cc(C)n(Cc3ccc4c(c3)OCO4)c2C)cc1[N+](=O)[O-] returned DSG3 Ab inh 99, cardiac RTF act 4, Arrestin-AP2 inh -7, OPRM1-OPRD1 ag -1.9, Cardiac RTF inh -20, Wnt act -3, V-ATPase pHluor -2, OPRM1-OPRD1 inv 10, Keap1 Nrf2 FP -7 and C-LANA FP 0.5.
`CCOCCCN(Cc1cc2cc(C)cc(C)c2[nH]c1=O)C(=O)N(CC)CC` gave cardiac RTF act -5, Arrestin-AP2 inh -1, OPRM1-OPRD1 ag -3.3, Cardiac RTF inh -10, Wnt act 0, V-ATPase pHluor -2, OPRM1-OPRD1 inv 20, Keap1 Nrf2 FP -2 and C-LANA FP 0.4.
`CC(CNc1ccccc1O)C(=O)O` (centres undefined) gave DSG3 Ab inh 123, cardiac RTF act 8, Arrestin-AP2 inh 8, OPRM1-OPRD1 ag 2.6, Cardiac RTF inh -17, Wnt act 25, V-ATPase pHluor 1, OPRM1-OPRD1 inv -15, Keap1 Nrf2 FP -1 and C-LANA FP 5.4.

High-throughput results: PubChem, several laboratories

An unsorted share of the library. About 3.1% of those tested had a hit in this group.
